A549 NSCLC growth = A549 NSCLC cell proliferation inhibitors – ATP luminescence, human non-small cell lung line, primary screen (AID 371); hit rate 8.4% among 3,300; A549 growth inhibition, ATP luminescence; active compounds read high; growth inhibition, % at 10 µM;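 active means mean growth inhibition over the two runs of 50% or more; inactive means mean growth inhibition under 50%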;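 further: compound exposure lasted 72 h before the ATP read; 0% = untreated cell signal and 100% = no luminescence left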
AID772 = HT29 colon tumor cell growth inhibition, primary screen, imaging, high content imaging, 72 h, CellTiter-Glo (AID 772); HT29 cell growth, HCS imaging cell count, 72 h; active compounds read high; growth inhibition, % at 10 µM; hit rate 0.6% among 3,300;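 active means growth inhibition above 90%, meaning viable cell count cut by more than 90% versus vehicle controls; inactive means growth inhibition below 90%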
HT29 cell growth-1 = HT29 colon tumor cell growth inhibition, primary screen, imaging, high content imaging, 48 h, CellTiter-Glo (AID 771); HT29 cell growth, HCS imaging cell count, 48 h; active compounds read high; growth inhibition, % at 10 µM; hit rate 2% among 3,300;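 active means growth inhibition above 90%, meaning viable cell count by imaging cut by more than 90% versus vehicle controls; inactive means growth inhibition below 90%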;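 further: percent fewer viable cells counted by imaging than vehicle controls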
HT29 cell growth-2 = HT29 colon tumor cell growth inhibition, primary screen, imaging, high content imaging, 24 h, CellTiter-Glo (AID 770); HT29 cell number by imaging, 24 h; active compounds read high; growth inhibition, % at 10 µM; 3,300 tested, under 10 active;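 active means growth inhibition above 90% in viable cell count at a single dose; inactive means growth inhibition below 90%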
AID364 = cytotoxicity toward Jurkat T cells, primary screen, cell-based, Jurkat E6.1, NIH starter set (AID 364); Jurkat E6.1 viability, ATP luminescence, 48 h; higher % means a stronger effect; inhibition, % at 4 µM; hits with a dose series show CC50 in µM; hit rate 2% among 3,300;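 active means concentration giving half-maximal inhibition at or below 20 micromolar; inactive means half-maximal concentration above 20 micromolar, or not dose tested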;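 further: 100% = cells treated with 4 µM doxorubicin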
HT29 cell growth-2 condensed nuclei = recorded beside HT29 cell growth-2, whose call it bears; condensed nuclei, %; measured here: percent cells with condensed nuclei;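 share of cells whose nuclear area falls below control median minus 1.5 SD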
HT29 cell growth-2 ATP viability = further read-out of HT29 cell growth-2, marked with its call; growth inhibition, %; measured here: ATP CellTiter-Glo viability
HT29 cell growth-1 condensed nuclei = also measured in HT29 cell growth-1; calls as there; condensed nuclei, %; measured here: percent cells with condensed nuclei;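 condensed means Hoechst nuclear area under control median minus 1.5 SD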
HT29 cell growth-1 ATP viability = further read-out of HT29 cell growth-1, marked with its call; growth inhibition, %; measured here: ATP CellTiter-Glo viability inhibition
AID772 condensed nuclei = recorded beside AID772, whose call it bears; condensed nuclei, %; measured here: percent cells with condensed nuclei;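 condensed means nuclear area below control median minus 1.5 SD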
AID772 second = also measured in AID772; calls as there; growth inhibition, %; measured here: ATP CellTiter-Glo viability
Starred values were filed as active, the others as inactive; · = no result given. Not all compounds are listed. The share of hits here may be higher or lower than overall.

Order of results: A549 NSCLC growth, AID772, AID772 condensed nuclei, AID772 second, HT29 cell growth-1, HT29 cell growth-1 condensed nuclei, HT29 cell growth-1 ATP viability, HT29 cell growth-2, HT29 cell growth-2 condensed nuclei, HT29 cell growth-2 ATP viability, AID364
> CCOC(=O)C1=C(CSc2nc3c(cc2C#N)CN(C)CC3)OC(N)=C(C#N)C1c1ccccc1 (configuration not stated)
 : 4, 40, 6, -26, 1, 2.5, -6, 28, 6.3, 2, -8%
> CC(=O)Nc1ccc(OC(=O)CC2SC(=O)NC2=O)cc1 (configuration not stated)
 : 2, -37, 5, -34, 60, 0.5, 1, 21, 3.9, -3, -5%
> CNc1nc(C)c(C#N)cc1C(C)=O
 : -3, 83, 2, 38, 2, 4.7, 11, 60, 6.0, 15, -6%
> COc1cc(-c2nn3c(-c4ccco4)nnc3s2)cc(OC)c1OC
 : 0, -60, 2, -22, -36, 1.9, -5, -11, 2.3, 4, -5%
> CCN(CC)c1ccc2cc(C(=O)Nc3ccccn3)c(=O)oc2c1
 : 0, 13, 6, -23, -58, 2.2, -3, 6, 2.8, -4, -14%
> CCc1nc(SCc2cccnc2)c(C#N)cc1C
 : 19, 24, 3, -6, 29, 1.1, 5, 31, 7.7, -4, 0%
> CC1(C)Cc2c(c(N3CCOCC3)nc3sc4c(NCc5ccco5)nnnc4c23)CS1
 : 33, 70, 18, 68, 70, 2.4, 47, -12, 3.5, 8, 9%
> O=C(C/C(=N/O)c1ccccc1O)C(F)F
 : -5, -18, 4, -16, -15, 5.4, -8, -1, 1.2, -14, -3%
> CC1(C)Cc2nc3sc4c(N(CCO)CCO)ncnc4c3cc2CO1
 : 3, -106, 1, -54, -42, 2.7, -18, -44, 2.3, -12, 3%
> CCCCc1c(O)nc(SCCN(C)C)n(-c2ccccc2)c1=O
 : 3, -48, 5, -19, 13, 2.7, -31, 16, 5.7, 2, -3%
> CCN(CC)CCCN1C(=O)C(=O)/C(=C(/O)c2ccc(Cl)cc2)C1c1ccccn1 (configuration not stated)
 : -17, -77, 3, -54, 28, 3.2, -13, -29, 3.5, -9, 6%
> Cc1ccc(S(=O)(=O)N2CCN(c3nc(C(C)C)c4c(c3C#N)CC(C)(C)OC4)CC2)cc1
 : 29, 32, 3, 9, 5, 3.7, 6, 31, 5.4, 18, 0%
> Cn1cc(Br)cc2nc(C(F)(F)F)nc1-2
 : -5, 2, 23, 20, -34, 1.4, -7, 19, 3.2, 7, 4%
> CC(C)(C)OC(=O)NCCC(=O)Oc1ccc2ccc(=O)oc2c1
 : 10, -77, 2, -45, -29, 2.9, -6, -43, 4.1, -14, -5%
> COCCc1ccc(OCC(O)CNC(C)C)cc1 (configuration not stated)
 : 1, -45, 3, -28, 0, 2.5, ·, -20, 3.2, -23, -1%

The last 4 compounds of the part before lead into the next:
Order of results: A549 NSCLC growth, AID772, AID772 condensed nuclei, AID772 second, HT29 cell growth-1, HT29 cell growth-1 condensed nuclei, HT29 cell growth-1 ATP viability, HT29 cell growth-2, HT29 cell growth-2 condensed nuclei, HT29 cell growth-2 ATP viability, AID364
> Cc1ccc(S(=O)(=O)N2CCN(c3nc(C(C)C)c4c(c3C#N)CC(C)(C)OC4)CC2)cc1
 : 29, 32, 3, 9, 5, 3.7, 6, 31, 5.4, 18, 0%
> Cn1cc(Br)cc2nc(C(F)(F)F)nc1-2
 : -5, 2, 23, 20, -34, 1.4, -7, 19, 3.2, 7, 4%
> CC(C)(C)OC(=O)NCCC(=O)Oc1ccc2ccc(=O)oc2c1
 : 10, -77, 2, -45, -29, 2.9, -6, -43, 4.1, -14, -5%
> COCCc1ccc(OCC(O)CNC(C)C)cc1 (configuration not stated)
 : 1, -45, 3, -28, 0, 2.5, ·, -20, 3.2, -23, -1%
> O=C(NCc1ccco1)c1cnn2c(C(F)(F)F)cc(-c3ccco3)nc12
 : 6, 23, 9, 39, 1, 11, 15, 15, 5.5, 9, 9%
> COc1ccc(C2Nc3ccccc3C(=O)N2Cc2ccco2)cc1CN1C(=O)c2ccccc2C1=O (configuration not stated)
 : 3, 19, 5, -36, 23, 3.0, -12, -35, 3.9, -10, 8%
> N#Cc1nc(-c2cccs2)oc1NCCc1ccccc1
 : 38, 64, 7, 38, 17, 2.0, 21, -7, 3.0, 3, 13%
> C[C@H]1C[C@@H]2[C@H]([C@@H](O)C[C@@]3(C)[C@H]2CC[C@]3(O)C(=O)CO)[C@@]2(C)C=CC(=O)C=C12
 : 14, 29, 13, 0, 16, 2.8, ·, 4, 4.1, -7, -1%
> COC(=O)c1ccc(C2/C(=C(\O)c3cccc(OC)c3)C(=O)C(=O)N2CCCN2CCOCC2)cc1 (configuration not stated)
 : 3, 30, 6, -3, 41, 2.1, 6, 37, 4.7, -6, 2%
> CC(C)c1nc(NCC2CCCO2)c(C#N)c2c1COC(C)(C)C2 (configuration not stated)
 : 20, 64, 2, 53, 55, 1.8, 31, -18, 2.7, 13, 9%
> CC(=O)OCC(=O)[C@@]12OC(C)(C)O[C@@H]1C[C@H]1[C@@H]3C[C@H](F)C4=CC(=O)C=C[C@]4(C)[C@@]3(F)[C@@H](O)C[C@@]12C
 : 15, -3, 1, -13, -39, 2.5, ·, 15, 1.6, -12, 12%
> CCOC(=O)Cc1[nH]nc2c1C(c1cc(OC)ccc1OC)C(C#N)=C(N)O2 (configuration not stated)
 : -2, 23, 1, 6, -4, 1.1, -6, 15, 2.1, 4, -13%
> Cn1c2c(c(=O)n(C)c1=O)C(NC(=O)c1cccs1)(C(F)(F)F)C(=O)N2 (configuration not stated)
 : 2, -102, 2, -71, -39, 1.4, -9, 8, 1.0, 3, 7%
> CCCc1nc(N2CCCC2)c(C#N)c2c1CCCC2
 : 20, 14, 1, -39, -48, 0.7, 5, -14, 1.4, 0, -3%
> CC(C)(C)C1CCC2(CC1)C(C#N)=C(SCC(=O)Nc1ccccc1)NC(=O)C2C#N (configuration not stated)
 : 70*, 16, 13, 60, 91*, 2.1*, 72*, 76, 6.6, 31, 3%
> O=C1c2ccccc2S(=O)(=O)N1CC(O)COc1ccc(Cl)cc1 (configuration not stated)
 : -17, -39, 2, -69, 1, 2.9, -19, -40, 4.6, -22, -7%
> COc1ccc(NC(=O)CSC2=C(C#N)C(c3ccco3)C3=C(CCCC3=O)N2)c(OC)c1 (configuration not stated)
 : 10, 64, 2, 36, 40, 2.7, 7, -5, 5.2, -22, 2%
> CCOC(=O)CSC1=C(C#N)C(c2ccc(OC)cc2)C2=C(CC(C)(C)CC2=O)N1 (configuration not stated)
 : 9, 21, 3, 20, -24, 2.5, 3, 34, 4.0, 10, 2%
> COc1ccc(/C(O)=C2\C(=O)C(=O)N(CCN3CCOCC3)C2c2ccccc2OC)cc1 (configuration not stated)
 : 0, 36, 2, -3, 24, 2.8, -4, -16, 6.0, -3, 1%
> CCCC1Cc2c(sc3ncnc(N)c23)CO1 (configuration not stated)
 : 13, 9, 10, 17, 31, 1.6, 10, 18, 5.3, 0, -2%
> Cc1cccc(-n2ncc3c(NCCN4CCOCC4)ncnc32)c1
 : 4, 28, 2, 17, 16, 3.9, 9, 29, 4.6, 3, 4%
> C=CCOc1ccc(/C(O)=C2/C(=O)C(=O)N(CCCN3CCOCC3)C2c2ccccc2)cc1 (configuration not stated)
 : 1, -54, 12, -25, 28, 1.2, -6, 8, 4.8, 5, 3%
> COc1cccc(NC(=O)c2cc(C(=O)Nc3cccc(OC)c3)n(C)n2)c1
 : 9, 70, 14, 72, -5, 6.7, 50, -6, 6.7, 23, 7%
> Cc1ccsc1C1NC(=O)c2c(sc3c2CCCC3)N1 (configuration not stated)
 : 45, -21, 3, -9, -27, 2.1, -23, -20, 1.5, -11, 5%
> CC(C)(Oc1ccc(CCNC(=O)c2ccc(Cl)cc2)cc1)C(=O)O
 : -2, 0, 5, 1, 1, 3.0, ·, -3, 2.6, -11, 0%

Looked up above:
For HT29 cell growth-2 condensed nuclei, C=CCOc1ccc(/C(O)=C2/C(=O)C(=O)N(CCCN3CCOCC3)C2c2ccccc2)cc1 (configuration not stated) has the entry 4.8
For HT29 cell growth-2 condensed nuclei, COc1cccc(NC(=O)c2cc(C(=O)Nc3cccc(OC)c3)n(C)n2)c1 has the entry 6.7
